# FBW7 activator: activators of human E3 ligase FBW7 | Q969H0 | AlphaScreen FBW7–phospho-cyclin E peptide binding, activator screen | normalized activity (activation), % at 26.1 µM | actives 0.13% (n = 650,000); in the data active = normalized activity above about 1.9%;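 note: purified mutant Fbw7 with reduced substrate affinity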
# Target sequence (Q969H0 whole entry, looked up): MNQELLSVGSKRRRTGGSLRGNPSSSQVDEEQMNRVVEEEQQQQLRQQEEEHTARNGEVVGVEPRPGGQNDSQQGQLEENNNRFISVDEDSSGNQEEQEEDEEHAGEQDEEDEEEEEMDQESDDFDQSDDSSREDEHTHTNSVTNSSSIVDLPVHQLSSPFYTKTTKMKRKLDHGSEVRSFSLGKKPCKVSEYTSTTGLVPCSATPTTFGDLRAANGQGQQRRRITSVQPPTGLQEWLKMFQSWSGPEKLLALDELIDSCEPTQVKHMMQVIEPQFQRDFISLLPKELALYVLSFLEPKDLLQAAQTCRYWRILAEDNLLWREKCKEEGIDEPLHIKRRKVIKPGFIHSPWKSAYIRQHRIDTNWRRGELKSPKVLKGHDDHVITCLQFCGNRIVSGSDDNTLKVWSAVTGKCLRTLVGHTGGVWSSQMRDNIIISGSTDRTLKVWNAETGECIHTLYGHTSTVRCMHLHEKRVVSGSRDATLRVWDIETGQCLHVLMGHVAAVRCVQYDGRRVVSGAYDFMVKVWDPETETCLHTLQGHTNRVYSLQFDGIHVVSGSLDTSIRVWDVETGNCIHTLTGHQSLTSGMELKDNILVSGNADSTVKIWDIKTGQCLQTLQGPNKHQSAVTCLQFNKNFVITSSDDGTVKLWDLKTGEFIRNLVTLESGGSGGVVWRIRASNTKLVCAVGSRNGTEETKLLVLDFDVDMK
# MITF inh: blocks human microphthalmia-associated transcription factor. O75030. AlphaScreen MITF homodimerization, bead proximity signal. inhibition, % at 2.6 µM. actives 0.91% (n = 650,000). AID 1259374; in the data active = inhibition above about 50%;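 note: 0% = vehicle wells with protein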
# TEAD-YAP block: TEAD-YAP interaction inhibition. HEK-TIYL cells, TEAD-Gal4/YAP UAS-luciferase luminescence. inhibition, % at 9.12 µM. actives 1.4% (n = 640,000); in the data active = inhibition above about 32%;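 note: 0% = median of test compound wells and 100% = reference inhibitor wells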
# GPR151 activ: human GPR151 activation. Q8TDV0. PathHunter beta-arrestin GPR151 cells, luminescence. activation, % at 11.2 µM. actives 1% (n = 650,000); in the data active = activation above about 4.9%;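 note: 0% = median of compound wells and 100% = cells with positive control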
# Starred values were filed as active, the others as inactive.
SMILES,FBW7 activator,MITF inh,TEAD-YAP block,GPR151 activ
O=C(Nc1ccc2[nH]ncc2c1)[C@@H]1CCCN1C(=O)C(O)c1ccccc1 (stereo partly specified),-0.3,6,4,-0.1
Oc1cccc(-c2cnc3ccc(NCc4ccc(F)cc4)nn23)c1,0.1,12,1,0.1
OC1CCN(c2ccnc(Nc3ccc(N4CCOCC4)cc3)c2)CC1,0.0,1,-4,-0.1
O=C(CN1CCN(CC(=O)c2ccc3c(c2)OCO3)CC1)Nc1ccc(F)cc1,0.0,1,-5,0.4
CC(=O)Nc1ccc(S(=O)(=O)NCC2CCC(C(=O)N3CCCCCC3)CC2)cc1 (stereo unspecified),0.5,-2,4,-1.2
COc1cccc(-c2cnc(NCc3ccc(Cl)cc3)n2C)c1,-0.2,28,-1,1.8
O=C(Nc1ccc2c(c1)OCCO2)C1CN(c2nc3c(F)cccc3s2)C1,0.3,-2,-18,0.3
Cn1c(SCC(=O)Nc2cccc(C(F)(F)F)c2)nnc1-c1ccc([N+](=O)[O-])cc1,0.2,12,7,0.2
CCOCCCNC(=S)N1CCN(c2nc(-c3ccc(F)cc3)cs2)CC1,0.1,7,33*,5.8*
Cc1cccc(NC(=O)C(CC(=O)O)NCc2ccccc2)c1 (stereo unspecified),0.0,-9,0,-1.2
Cc1ccc(C)c(N(CC(=O)Nc2c(C)n(C)n(-c3ccccc3)c2=O)S(=O)(=O)c2ccccc2)c1,0.2,5,9,0.5
O=[N+]([O-])c1ccccc1N/N=C/c1cc(Cl)cc([N+](=O)[O-])c1O,-0.1,-10,-31,-1.0
CCc1nc2nc(C)cc(NCCc3ccccc3)n2n1,-0.3,-11,-2,0.3
CC(=O)N1CCc2cc(Br)cc(S(=O)(=O)Nc3ccc(F)cc3)c21,0.0,2,2,-0.3
COCCN(Cc1ccc(OCC(O)CN(C)C)cc1)C(C)C (stereo unspecified),-0.1,2,-3,-1.9
O=C(Nc1ccc(Cc2ccncc2)cc1)c1cncc(Br)c1,0.6,16,0,-0.9
Cc1nn(-c2ccc(F)cc2)c(Cl)c1/C=C/C(=O)O,0.1,-7,-2,-0.2
O=C(O)C1C2C=CC(O2)C1C(=O)NC1CCCc2ccccc21 (stereo unspecified),0.0,-265,2,0.0
CN1CCN(c2nccnc2-c2ccccc2F)CC1,-0.1,2,4,0.6
CC(=O)c1c(C)n(CC(=O)N2CCCc3ccccc32)c2ccccc12,0.1,-24,-4,0.1
O=C(Cc1cn(-c2ccc(NCCCN3CCCC3=O)nn2)c2ccccc12)NCc1ccccc1,-0.1,8,-5,3.6
COc1ccc(C(=O)N(CCN(C)C)c2nc3c(OC)ccc(Cl)c3s2)cc1,0.1,23,5,-0.6
CCc1nc(SCC(=O)Nc2cccc(C(=O)O)c2)c2ccccc2n1,-0.1,16,-8,0.0
O=C(CC1Sc2ccccc2NC1=O)Nc1cccc2ccccc12 (stereo unspecified),1.3,5,-7,2.1
CCc1ccc(C2=CC(=O)C=CC2=O)cc1,0.0,18,-2,1.1
COc1ccc(Cl)cc1NC(=O)CSc1nc2ccccc2n1C(C)=O,0.2,-6,6,0.0
COc1ccccc1CC(=O)N1CCC(c2[nH]ncc2-c2ccccc2)CC1,-0.1,-2,-18,-1.0
COc1ccc(OC)c(Nc2nnc(-c3cc4cc(OC)ccc4oc3=O)s2)c1,0.1,-4,9,1.7
CCOc1ccc(-c2[nH]nc3c2C2(C(=O)Nc4ccccc42)C(C#N)=C(N)O3)cc1OC (stereo unspecified),-0.1,-5,6,1.3
Cc1csc2n1cc(C)[n+]2Cc1ccccc1[N+](=O)[O-],0.1,7,12,-0.3
CN(Cc1cc2ccccc2[nH]c1=O)S(C)(=O)=O,0.0,-15,2,-0.1
CCOC(=O)N1CCN(C(=O)C(C)N(c2ccc(C)cc2)S(C)(=O)=O)CC1 (stereo unspecified),0.0,-8,0,3.9
COC(=O)c1ccc(/C=C/C(=O)C2C(=O)C=C(C)OC2=O)cc1 (stereo unspecified),0.2,16,-35,-4.9
Cc1nn(C(C)C(=O)NCc2ccc(F)cc2)c(=O)c2c1sc1ccccc12 (stereo unspecified),0.0,-1,6,1.1
C/C(=N\O)C(C)(C)Nc1cc(C(F)(F)F)cc(C(F)(F)F)c1,0.2,3,3,-0.5
CN1C(=O)CCC12CCN(C(=O)Cc1c[nH]c3ccccc13)CC2,-0.2,-14,-2,-0.2
CC(C)NC(=O)c1ccc2c(=O)n(CC3CCCO3)c(=S)[nH]c2c1 (stereo unspecified),0.3,27,1,-0.8
COc1ccc(-c2cc(N3CCCN(C)CC3)ncn2)cc1,0.1,10,-14,-0.6
COCCNCC(=O)N1c2ccccc2CCc2ccccc21,-0.3,28,-1,0.8
CN1C(=O)Cc2cc(NC(=O)NCc3ccccc3)ccc21,-0.1,7,-2,-0.5

# 5 of these compounds in another layout.
structure | FBW7 activator | MITF inh | TEAD-YAP block | GPR151 activ
CN(Cc1cc2ccccc2[nH]c1=O)S(C)(=O)=O | 0.0 | -15 | 2 | -0.1
CCOC(=O)N1CCN(C(=O)C(C)N(c2ccc(C)cc2)S(C)(=O)=O)CC1 (stereo unspecified) | 0.0 | -8 | 0 | 3.9
COC(=O)c1ccc(/C=C/C(=O)C2C(=O)C=C(C)OC2=O)cc1 (stereo unspecified) | 0.2 | 16 | -35 | -4.9
Cc1nn(C(C)C(=O)NCc2ccc(F)cc2)c(=O)c2c1sc1ccccc12 (stereo unspecified) | 0.0 | -1 | 6 | 1.1
C/C(=N\O)C(C)(C)Nc1cc(C(F)(F)F)cc(C(F)(F)F)c1 | 0.2 | 3 | 3 | -0.5

# Quoted at random: 5 compounds from above
SMILES,FBW7 activator,MITF inh,TEAD-YAP block,GPR151 activ
COc1ccc(C(=O)N(CCN(C)C)c2nc3c(OC)ccc(Cl)c3s2)cc1,0.1,23,5,-0.6
CCc1nc(SCC(=O)Nc2cccc(C(=O)O)c2)c2ccccc2n1,-0.1,16,-8,0.0
O=C(CC1Sc2ccccc2NC1=O)Nc1cccc2ccccc12 (stereo unspecified),1.3,5,-7,2.1
COc1ccccc1CC(=O)N1CCC(c2[nH]ncc2-c2ccccc2)CC1,-0.1,-2,-18,-1.0
CN1C(=O)CCC12CCN(C(=O)Cc1c[nH]c3ccccc13)CC2,-0.2,-14,-2,-0.2

# Copied from the list:
# COc1ccccc1CC(=O)N1CCC(c2[nH]ncc2-c2ccccc2)CC1 in TEAD-YAP block → -18
# COc1ccc(-c2cc(N3CCCN(C)CC3)ncn2)cc1 in TEAD-YAP block → -14
# CN(Cc1cc2ccccc2[nH]c1=O)S(C)(=O)=O in GPR151 activ → -0.1
# Cc1nn(C(C)C(=O)NCc2ccc(F)cc2)c(=O)c2c1sc1ccccc12 (stereo unspecified) in GPR151 activ → 1.1
# O=C(Cc1cn(-c2ccc(NCCCN3CCCC3=O)nn2)c2ccccc12)NCc1ccccc1 in GPR151 activ → 3.6
# O=C(CC1Sc2ccccc2NC1=O)Nc1cccc2ccccc12 (stereo unspecified) in FBW7 activator → 1.3
# Cc1csc2n1cc(C)[n+]2Cc1ccccc1[N+](=O)[O-] in GPR151 activ → -0.3

# Further structures.
SMILES,FBW7 activator,MITF inh,TEAD-YAP block,GPR151 activ
CC(=O)Nc1ccc(N2CCOCC2)c(C(=O)Nc2cccc(C)c2)c1,-0.2,5,10,0.2
Cc1[nH]n(-c2ccccc2)c(=O)c1C=Nc1cccc(Br)c1,-0.2,7,5,1.5
O=c1[nH]c2cc3c(cc2cc1C(c1nnnn1C1CCCC1)N1CCCC1)OCO3 (stereo unspecified),0.3,16,17,-1.3
CCOc1ccc(C(=O)Oc2cc(N)n(S(=O)(=O)c3ccc(C)cc3)n2)cc1,0.0,-7,-14,0.1
Cc1ccc(C(=O)CSc2nc(-c3ccccc3)cc(C(F)(F)F)c2C#N)c(C)c1,-0.1,-2,-1,0.6
O=C(CC1C(=O)NCCN1C1CCCC1)NCCc1nc(-c2ccccc2)no1 (stereo unspecified),0.0,-1,-3,-0.2
COc1cccc(CN(C)C(=O)CC23CC4CC(CC(C4)C2)C3)c1OC,0.6,1,-10,0.8
CCc1ccccc1N1CCN(S(=O)(=O)c2cc(F)ccc2OC)CC1,0.1,16,-10,-0.5
CCC(c1nnnn1C1CCCC1)N(CCCO)Cc1cc2cccc(C)c2[nH]c1=O (stereo unspecified),0.0,3,1,-0.5
COc1ccc(NS(=O)(=O)c2ccc(C)c([N+](=O)[O-])c2)cc1,0.0,-3,-3,0.9
O=C(Nc1ccccc1)NC1CCCCCC1,-0.2,0,-47,-1.0
Cc1cc(=O)oc2cc(NC(=O)Cn3c(=O)sc4ccccc43)ccc12,-0.1,-16,-1,-0.2
CC1=NN(c2nc(-c3cccc(Cl)c3)cs2)C(=O)C1C (stereo unspecified),-0.1,9,-32,0.6
CC1CCN(S(=O)(=O)c2ccc(Cl)c(C(=O)Nc3ccc(C(=O)O)cc3)c2)CC1,0.0,14,-8,2.2
CCCCN1C(SCC(=O)NC2CCCC2)=NS(=O)(=O)c2ccccc21,-0.1,5,-1,-0.6
O=C(O)c1c(CNCCC2=CCCCC2)c2ccccc2n1Cc1ccc(Cl)cc1,-0.2,-3,2,0.1
CCC1CCCCN1C(=O)c1ccc(C(=O)N2CCCCC2CC)cc1 (stereo unspecified),0.0,-12,-3,-0.2
Cc1ccc(-c2c[n+]3ccccc3n2CC(=O)c2ccc(Cl)cc2)cc1[N+](=O)[O-],0.0,28,-6,0.2
CCOC(=O)c1cn(CC)c2cc(N(C)CCc3ccc(OC)c(OC)c3)c(F)cc2c1=O,-0.1,1,-5,-1.5
Cc1ccc(N2CCN(c3ncnc4sc(C)c(C)c34)CC2C)cc1 (stereo unspecified),0.1,-8,2,1.0

# Given with two lines to a compound: part of the list above
# Screens in order – FBW7 activator	MITF inh	TEAD-YAP block	GPR151 activ
> CC1=NN(c2nc(-c3cccc(Cl)c3)cs2)C(=O)C1C (stereo unspecified)
 : -0.1	9	-32	0.6
> CC1CCN(S(=O)(=O)c2ccc(Cl)c(C(=O)Nc3ccc(C(=O)O)cc3)c2)CC1
 : 0.0	14	-8	2.2

# (listing goes on)
SMILES,FBW7 activator,MITF inh,TEAD-YAP block,GPR151 activ
c1ccc(CCNc2ccnc3c(-c4ccc5ccccc5c4)cnn23)nc1,-0.4,-20,-19,-0.3
O=C1N2CCSC2=NC1(Nc1ccccn1)C(F)(F)F (stereo unspecified),0.0,-9,-2,0.5
O=C(NCCCc1ccccc1)C1CC12CCN(C(=O)c1ccsc1)CC2 (stereo unspecified),0.1,19,-16,0.5
COc1ccccc1NC(=O)c1nn(C)cc1[N+](=O)[O-],-0.1,6,-6,-0.5
CC(C)CC(=O)Nc1ncnc2c1C(=O)CC(C)(C)C2,-0.1,8,-14,-0.9
COCCNC(=S)NCCNc1nc2cc3c(cc2cc1C#N)OCO3,1.0,3,6,-1.7
CC1Cc2nc(SCC(=O)Nc3ccccc3)n(CCc3ccccc3)c(=O)c2S1 (stereo unspecified),0.3,9,7,0.9
CNC(=O)C1CN(CCOc2ccc(F)cc2)CCN1C(=O)c1ccc(F)c(F)c1 (stereo unspecified),-0.1,1,3,0.3
Clc1ccccc1-c1nc(-c2ccccc2)no1,0.0,1,-23,-2.8
NNC(=O)c1nc[nH]c1C(=O)Nc1ccccc1,-0.8,14,3,3.3
CC(C)(C)c1ccc(OCC(=O)Nc2ccc(-c3nc4ncccc4o3)cc2)cc1,-0.1,3,-12,2.5
O/N=C/C(=N/O)c1ccccc1,0.0,3,8,0.6
Cc1cccc(C(=O)n2nc(-c3cccnc3)nc2NCc2cccs2)c1,-0.3,2,-6,0.8
Cc1cc(C)cc(NC(=O)COc2cccc(C)c2)c1,-0.1,-17,5,6.3*
O=C(Cn1cnc2ccccc21)NCCCN1CCOCC1,-0.1,8,4,5.9*
COc1ccc(CNc2ccc(N3CCOCC3)c(C(=O)O)c2)cc1,0.1,2,3,0.3
Cc1ccccc1C1CCN(CCNC(=O)CCc2nnc(-c3ccsc3)o2)C1 (stereo unspecified),-0.1,-1,-8,-1.5
CCc1ccccc1NC(=O)c1cc(S(=O)(=O)N2CCCCC2)ccc1F,0.1,16,5,-1.5
CC1CCN(C(=O)CC2(c3cccc(F)c3)CC(=O)N(C)C2=O)CC1 (stereo unspecified),-0.1,-10,-5,1.5
O=C(CCc1nnc(-c2ccc(-c3ccccc3)cc2)o1)NCCc1ccccn1,-0.1,3,9,-0.5

# Screens (PubChem BioAssay)
